Bioassay records deposited in PubChem by National Center for Advancing Translational Sciences (NCATS).
Lipid storage S3: qHTS Assay for Lipid Storage Modulators in Drosophila S3 Cells. Drosophila S3 cells, BODIPY lipid droplet fluorescence, 18-24 h; cells fed with added oleic acid. Potency in µM for hits, for the others lipid storage change, negative = inhibition, % at the top dose, mostly 46.1 µM. actives 0.64% (n = 320,000). AID 2685, 2010; active means well fitted inhibition curve with a large enough effect in the signal ratio, with a control signal flat, not every such curve was filed as active; inconclusive means small, poorly fitted or top-dose-only effect, or effect the other way, or a change in a side signal; the % refers to the signal ratio
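Laser-scanning cytometry quantifies lipid droplet accumulation (500–530 nm total intensity; droplet/cell object ratio) in oleic acid-fed (400 uM added) Drosophila S3 cells treated with a concentration series. 20 uM Triacsin C defined 100% inhibition.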
Lipid storage S3 cell count max: recorded beside Lipid storage S3, whose call it bears; cell number change, %; measured here: cell count max response;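 cells counted by Cell Tracker Red CMTPX staining in the red channel; peak over a dose series mostly up to 46.1 µM; percent activity relative to internal control wells on each plate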
* marks the source's active call; other numbers are inactive results; i = inactive; ? = inconclusive; / = no result given; [ ] = remark or other dose. On the % scale 0 is the no-effect control and ±100 the full control effect; potency means the concentration at half of the fitted maximal effect. Not all compounds are listed, so the mix of outcomes need not match the whole.

SMILES | Lipid storage S3 | Lipid storage S3 cell count max
CN(C)S(=O)(=O)c1ccc(Cl)c(C(=O)Nc2nc3ccccc3[nH]2)c1 | ? | /
CCn1c(=S)sc2c(=O)n(CC(=O)Nc3ccc(C(C)=O)cc3)c(C)nc21 | i | -0.3
CCCN1CNc2c(c(=O)[nH]c(=S)n2CCc2ccc(OC)c(OC)c2)C1 | -7.7%[9.22 µM] | -0.6
Cc1ccc2nsnc2c1S(=O)(=O)NCc1ccncc1 | -0.8% | -15.4
COC(=O)CCC/C=C1/SCC(NC(=O)c2ccccc2)C1O (centres undefined) | 3.0% | 5.4
CCN(c1ccccc1)S(=O)(=O)c1ccc(Cl)c(NC(=O)COC(=O)C2CC2C)c1 (centres undefined) | ? | /
O=C(CSc1ncnc2scc(-c3ccccc3)c12)N1CCN(Cc2ccc3c(c2)OCO3)CC1 | -0.8% | -4.0
COCCN(C(=O)CCC(=O)Nc1ccccn1)C(C(=O)NC(C)C)c1ccc(C)cc1 (centres undefined) | i | 12.6
COc1ccccc1/C=C/c1nc(S(=O)(=O)c2ccccc2)c(NCCN(C)C)o1 | -15.4% | -27.8
CCOC(=O)Nc1cc(=O)c2ccccc2o1 | 7.7% | -18.6
N[C@@H](Cc1ccccc1)C(=O)N1CCC(C(=O)N[C@@H](CCC(=O)O)C(=O)O)CC1 | ? | /
O=C(CSc1nnc(Nc2ccccc2)s1)NCc1cccs1 | ? | /
COC(=O)COc1ccc(S(=O)(=O)Nc2ccccc2SC)cc1 | -1.6% | -14.9
O=Cc1cn(Cc2ccccc2)nc1-c1cccnc1 | ? | /
Cc1ccc(NC(=O)CCn2c(=O)[nH]c3ccsc3c2=O)cc1F | ? | /
C/C(=N/O)c1ccc(N2C(=O)C3C4C=CC(C3C2=O)C2C3C(=O)N(c5ccc(/C(C)=N/O)cc5)C(=O)C3C42)cc1 (centres undefined) | ? | /
CCOC(=O)c1nnn(-c2nonc2-n2cccc2)c1CCl | ? | /
CCCCc1cc(=O)oc2cc(C)cc(OCC(=O)N3CCC(C(=O)O)(c4ccccc4)CC3)c12 | -9.6% | 18.4
CC(C)(C)NC(=O)C(c1ccncc1)N(C(=O)Cn1nnc(-c2ccc(F)cc2)n1)c1ccccc1F (centres undefined) | -8.3% | -13.3
C=CCn1c(NCCOC)nc2c1c(=O)n(C)c(=O)n2C | ? | /
Cc1cc(C)cc(OC(=O)COc2ccccc2C)c1 | 0.6% | 16.2
CC(C)(C)c1ccc(OCCC(=O)Nc2cccc(S(=O)(=O)N3CCCC3)c2)cc1 | ? | /
Cc1ccc(C)c(N(CC(=O)N(C)C)S(C)(=O)=O)c1 | -20.9% | -3.3
O=C(CN1C(=O)NC2(CCc3ccccc32)C1=O)c1ccc(F)c(F)c1 (centres undefined) | ? | /
O=C(NCC1CCCO1)c1cc(-c2ccc(Cl)cc2Cl)on1 (centres undefined) | 0.7% | -11.4
(next part)
SMILES | Lipid storage S3 | Lipid storage S3 cell count max
CCOC(=O)C1=c2s/c(=C\c3ccncc3)c(=O)n2C(N)=C(C(=O)OC)C1c1ccncc1 (centres undefined) | ? | /
CCC(C)NC(=O)Cc1ccc(-c2ccccc2)cc1 (centres undefined) | ? | /
Cc1[nH]c2ccccc2c1/C=C(\C#N)C(=O)NC(C)c1ccccc1 (centres undefined) | ? | /
CC(=O)OCCN(C)c1cc(SC(C)C)c2nonc2c1[N+](=O)[O-] | i | /
COc1ccccc1C/C(N)=N/OC(=O)c1cccc([N+](=O)[O-])c1 | i | /
C[C@@H](C(=O)NCC1CCCO1)N1C(=O)N2CCc3c([nH]c4ccccc34)[C@@]2(C)C1=O (some centres undefined) | ? | /
S=C(c1ccc2c(c1)OCO2)N1CCOCC1 | 0.4% | 3.0
Cn1c(CN2CCOCC2)nnc1SCC(N)=O | ? | /
COC(=O)c1ccc(N(CC(=O)NC2CCCC2)C(=O)CNC(=O)c2cccs2)cc1 | ? | /
O=C(Nc1ccccc1C(=O)N/N=C/c1ccncc1)c1ccccc1 | -1.8% | -3.6
CC1CCN(c2c(NCc3ccc(C(=O)N4CCc5ccccc54)cc3)c(=O)c2=O)CC1 | ? | /
O=C(Nc1ccc2[nH]c(=O)[nH]c2c1)C(F)(F)F | ? | /
C/C(=N\NC=O)c1ccncc1 | ? | /
Cc1cccc(NC(=O)CSc2nnc(CCC(=O)Nc3ccc(C)c(Cl)c3)n2C)c1 | ? | /
Cn1nc(-c2ccc(Cl)cc2)c2cc(C(=O)N3CCN(C(=O)c4ccco4)CC3)sc21 | ? | /
O=C(O)CN1C(=O)c2cccc3c(Br)ccc1c23 | ? | /
CC1CCCC(C)N1C(=O)COC(=O)Cc1ccc(F)cc1 (centres undefined) | ? | /
CCN(c1ccc(OC)cc1)S(=O)(=O)c1ccc(-c2ccc(=O)[nH]n2)o1 | ? | /
CC(=O)N[C@@H](Cc1ccc(O)cc1)C(=O)N[C@H](C(=O)N[C@@H](C)C(=O)N[C@H](C#N)CC(=O)O)C(C)C | 7.9% | -2.9
CN(c1ccc(C(=O)N2CCCCCC2)cc1)S(=O)(=O)c1ccc(Cl)cc1 | ? | /
COc1ccc(S(=O)(=O)N2CCCC2)cc1OC | i | 5.8
O=C(Nc1ccccc1F)c1cc(Cl)sc1Cl | 10.7% | 3.1
Cc1cc(NC(=O)c2ccc(S(=O)(=O)N(C)C)cc2)n(-c2ccccn2)n1 | 13.4% | -18.5
Cc1ccnc2c(N3C(=O)C4C5C=CC(C5)C4(C)C3=O)cccc12 (centres undefined) | 13.5% | -26.5
Cc1ccnc(SC2CC(=O)N(c3ccc(C(C)C)cc3)C2=O)n1 (centres undefined) | i | -16.5
Further results follow:
SMILES | Lipid storage S3 | Lipid storage S3 cell count max
Cc1cccc(NC(=O)c2nc[nH]c2C(=O)N[C@@H](C)C(=O)OC(C)(C)C)c1 | ? | /
O=c1cc(-c2ccccc2Cl)oc2c(NS(=O)(=O)c3cccc4nsnc34)ccc(O)c12 | ? | /
COc1ccccc1NC(=O)N1CCN(Cc2ccc3c(c2)OCO3)CC1 | 5.3% | -1.3
Cc1cc2ncn(CC3CC3(Cl)Cl)c2cc1C (centres undefined) | ? | /
COc1ccc(N2CCN(Cc3nc(N)nc(Nc4ccccc4OC)n3)CC2)cc1 | 4.0% | -16.4
CCOc1ccc(NC(=S)NCc2cccnc2)cc1 | -1.4% | 10.7
C/C(=N\NC(=O)c1cccc(S(=O)(=O)Nc2cccc(Cl)c2)c1)c1cccs1 | -4.2% | -7.5
COc1ccc(-c2cc(C(=O)NNC(=O)c3csc(N4CCOCC4)n3)c3ccccc3n2)cc1OC | 14.1% | 11.5
O=[N+]([O-])c1ccc(-c2nn(-c3ccccc3)cc2/C=N/n2c(-c3cccs3)n[nH]c2=S)cc1 | ? | /
C=CCSc1cc(C)nc2c(-c3ccccc3)c(C)nn12 | 19.0% | 7.6
COC(=O)C1=C(C)N(c2cccc(C(C)=O)c2)C(=O)C1 | 1.1% | 12.7
CSc1nc(=O)n2cc(C)ccc2n1 | -9.9% | -1.0
O=C(CNC(=O)c1cccs1)c1ccc([N+](=O)[O-])cc1 | ? | /
CCOC(=O)C1(CCOC)CCN(C(=O)c2ccccc2-c2cccc(C)c2)CC1 | -3.5% | -14.6
O=C(COc1ccccc1)NCc1ccc(-n2cccc2)cc1 | -3.9% | -0.5
Cn1c(Cn2cnc3ccccc32)nnc1SCC(=O)CC(=O)Nc1ccccc1 | 1.7% | 13.5
COc1ccc(NC(C)=O)cc1NC(=O)CSc1nc2ncccc2[nH]1 | ? | /
Cc1cccc(N2CCN(C(=O)C3CCN(S(=O)(=O)c4cccnc4)CC3)CC2)c1C | ? | /
O=S(=O)(Nc1cccc(C(F)(F)F)c1)c1cccnc1 | 16.5% | 4.6
NS(=O)(=O)c1cccc(NS(=O)(=O)c2ccc(/C=C/C(=O)OCC(=O)c3ccccc3)cc2)c1 | i | /
Cc1ccc(C(=O)N/C(=C/c2ccco2)C(=O)O)cc1 | 5.5% | 8.3
Cc1cc(OC(=O)c2ccc(C)c(C)c2)c([N+](=O)[O-])c(=O)[nH]1 | i | 6.4
Clc1ccc(-c2ccc(CN3CCCCC3)o2)cc1 | 16.8% | 6.3
COc1ccc(NC(=O)NC23CC4(C)CC(C)(CC(C)(C4)C2)C3)cc1 | -10.2% | -3.8
C/C(=N\Nc1nc(-c2ccccn2)nc2ccccc12)c1ccc(F)cc1 | 0.8% | 1.4

Among those listed so far, these contain a tert-butyl group.
SMILES | Lipid storage S3 | Lipid storage S3 cell count max
CC(C)(C)NC(=O)C(c1ccncc1)N(C(=O)Cn1nnc(-c2ccc(F)cc2)n1)c1ccccc1F (centres undefined) | -8.3% | -13.3
CC(C)(C)c1ccc(OCCC(=O)Nc2cccc(S(=O)(=O)N3CCCC3)c2)cc1 | ? | /
Cc1cccc(NC(=O)c2nc[nH]c2C(=O)N[C@@H](C)C(=O)OC(C)(C)C)c1 | ? | /

Whole records as entered above.
`C/C(=N\NC(=O)c1cccc(S(=O)(=O)Nc2cccc(Cl)c2)c1)c1cccs1` reads Lipid storage S3: -4.2%; Lipid storage S3 cell count max: -7.5
`Cc1ccc(C(=O)N/C(=C/c2ccco2)C(=O)O)cc1` reads Lipid storage S3: 5.5%; Lipid storage S3 cell count max: 8.3
`O=C(COc1ccccc1)NCc1ccc(-n2cccc2)cc1` reads Lipid storage S3: -3.9%; Lipid storage S3 cell count max: -0.5

Other structures follow.
SMILES | Lipid storage S3 | Lipid storage S3 cell count max
O=C(OCc1ccccc1F)c1ccc2c(c1)OCCO2 | 1.0% | -15.9
NNS(=O)(=O)c1ccc(Sc2ccccn2)c([N+](=O)[O-])c1 | ? | /
Cc1cc(C)c(C(=O)c2ccc(C(=O)N3CCCCC3)cc2)c(C)c1 | -2.7% | 26.0
Cc1ccc(-c2nn(-c3ccccc3)cc2CC(=S)N2CCOCC2)cc1 | i | -29.9
Cc1ccc(C(c2nnnn2CC2CCCO2)N2CCN(c3cccc(C)c3C)CC2)cc1 (centres undefined) | ? | /
CN(C)CCC(O)(c1ccccc1)c1ccccc1 | ? | /
Cc1cc(C(=O)Nc2ccc(Br)cc2F)n(-c2ccccc2)n1 | 16.8% | 15.1
Cc1cccc(-n2c(N)cc(=O)[nH]c2=S)c1 | ? | /
O=C(Nc1cccc(F)c1)N1CC=C(c2ccc(Cl)cc2)CC1 | ? | /
O=C(c1ccc2c(c1)N(Cc1cccc(Cl)c1)C(=O)c1ccccc1S2(=O)=O)N1CCN(c2ccccn2)CC1 | ? | /
CN(CC(=O)Nc1c(Cl)cccc1Cl)C(=O)CC1OC(=O)c2ccccc21 (centres undefined) | 2.3% | 7.0
Cc1ccccc1NC(=O)NNC(=O)c1ccc2ccccc2c1O | -2.6% | 17.0
CCOC(=O)c1cc(CC)sc1N1C(=O)CC(Sc2ncccc2C(=O)O)C1=O (centres undefined) | ? | /
COC(=O)c1ccccc1S(=O)(=O)N1CCC(C(=O)NCC2CCCO2)CC1 (centres undefined) | ? | /
CCOCCn1ccc2c(OCC(=O)Nc3ccc(OC)cc3OC)cccc2c1=O | ? | /
CCc1nnc(NC(=O)CCc2ccc(C)o2)s1 | ? | /
COc1ccc(NC(=O)CN2C(=O)NC3(CCCCCCC3)C2=O)cc1 | 13.8% | -18.9
CCN1CCN(c2cc(=O)n(C3CCCCC3)c(=O)[nH]2)CC1 | ? | /
COc1ccc2cc[nH]c2c1 | ? | /
Cc1ccc2c(c1)c1nnc(SCC(=O)Nc3cccc(Cl)c3C)nc1n2CC(=O)O | ? | /
Cc1cc(NCc2ccccc2Cl)n2nnnc2n1 | i | /
CCc1c(O)nc(SCC(=O)NC(C)(C)C)n(-c2ccccc2)c1=O | -9.5% | -2.8
C=C(C)C(=O)Nc1cccc(C2=NOC3(C2)C[C@H](C(N)=O)N(C(=O)C(c2ccccc2)c2ccccc2)C3)c1 (some centres undefined) | -2.8% | 6.4
Nc1nc(-c2ccc(Br)s2)c(Br)s1 | i | /
CCOc1c2ccc(C(=O)NCc3cc(C(F)(F)F)cc(C(F)(F)F)c3)cc2nn1C | -13.0% | /
Next part:
SMILES | Lipid storage S3 | Lipid storage S3 cell count max
Cc1csc(C2=C(O)CN(CCc3ccccc3)C2=N)n1 | 14.5% | -7.5
Cc1ccc(C(=O)Oc2ccc3c(c2)ncn3C)cc1 | ? | /
COc1ccc(N(C(=O)c2ccncc2)S(=O)(=O)c2ccccc2)cc1 | -12.1% | 18.7
O=C(O)c1c(F)c(F)cc2ccccc12 | -7.9% | 6.1
Cc1cc2oc(C(=O)NCc3ccncc3)c(C)c2cc1C | ? | /
COc1ccc(C(=O)OCC(=O)c2cc(C)n(CC3CCCO3)c2C)cc1[N+](=O)[O-] (centres undefined) | i | -6.7
COc1ccc(Cl)cc1N(CC(=O)NC1CC2CCC1C2)S(=O)(=O)c1ccccc1 (centres undefined) | ? | /
Cc1ccc(S(=O)(=O)Nc2c(C)ccc3nsnc23)cc1 | 4.2% | -3.5
O=C(NC1CCCC1)C(c1ccncc1)N(Cc1ccccc1)C(=O)Cc1cccs1 (centres undefined) | ? | /
Cc1cccc(Nc2nnc(SCC(=O)Nc3ncc(C(F)(F)F)cc3Cl)s2)c1C | -0.1% | -6.5
CC1CCN(c2nc3c(c(=O)[nH]c(=O)n3C)n2Cc2ccccc2Cl)CC1 | 2.7% | -10.5
Cc1cc2c(cc1S(=O)(=O)Nc1cccc(C)c1C)n(C)c(=O)c(=O)n2C | 9.2µM* | -26.2*
CC(C)C(NC(=O)c1ccc(Br)cc1)C(=O)NC1=NCCS1 (centres undefined) | -25.0% | -22.1
Cc1ccc(S(=O)(=O)NCC(=O)OCc2csc(-c3ccccc3)n2)cc1 | ? | /
Clc1ccc(Nc2nc(NCCN3CCOCC3)nc(N3CCOCC3)n2)cc1 | i | /
